NCI-60 one-dose screen, 48 h, at 10 µM unless noted. Numbers give growth in % (100 = growth as untreated, 0 = no growth, -100 = all killed).
M14 – M14 melanoma. hit rate 6.2% among 80,000. AID 1794745
EKVX – EKVX NSCLC; hit rate 3% among 71,000
UACC-62 – UACC-62 melanoma; AID 1794756; hit rate 5.4% among 81,000
A549/ATCC – A549/ATCC NSCLC; hit rate 3.7% among 81,000
HOP-62 – HOP-62 NSCLC | hit rate 3.9% among 80,000
UACC-257 – UACC-257 melanoma. hit rate 4.4% among 78,000. AID 1794764
MALME-3M – MALME-3M melanoma; hit rate 5.8% among 78,000
HOP-92 – HOP-92 NSCLC cells; hit rate 6.3% among 71,000
* hit, by the source's call; . = not tested or not shown; & = joins results of further samples; ! = a repeat was not active; [ ] = dose if it differs, or a comment. The calls were made as follows: active = growth percent below 10; inactive = the rest.

Below each SMILES – M14, EKVX, UACC-62, A549/ATCC, HOP-62, UACC-257, MALME-3M, HOP-92
- Cc1cc(C)nc(Nc2ncc(C(=O)NCCc3c(C)[nH]c4ccccc34)cn2)c1
→ 103, 102, 96, 96, 105, 104, 104, 117
- COc1ccccc1N1CCN(CCCOc2ccc(OCCCN3CCN(c4ccccc4OC)CC3)c(C(=O)c3cc(OC)c(OC)c(OC)c3)c2)CC1
→ 108, 89, 109, 109, 113, 107, 113, 94
- C=CC(=O)N(CCN1CCN(C)CC1)c1nc(-c2cccc(N(C(=O)C=C)S(=O)(=O)c3ccc(CCCCC)cc3)c2)cs1
→ 107, 96, 93, 100, 107, ., 86, 78
- C=C1C(=O)C2CCN1CC2
→ 92, 103, 97, 97, 101, 108, ., 104
- CCC(CC)COC(=O)c1nn(C(C)=O)c2cc(F)c(F)cc12
→ 100, 95, 87, 85, 102, 112, 103, 109
- COc1ccc2[nH]cc(-c3nc(N)nnc3-c3cn(C)c4ccc(Br)cc34)c2c1
→ 5.3*, 38, 16, 36, 39, 47, 42, 44
- NS(=O)(=O)c1ccc(N/C=C/C(=O)c2cc3ccccc3oc2=O)cc1
→ 89, 84, 94, 97, 85, 110, 85, 76
- NC(=S)c1ccc(Br)cc1
→ 107, ., 99, 92, 93, 98, 90, 92
- Cc1nc(Cl)c(C)c(Cl)n1
→ 89, 101, 101, 89, 97, 101, 93, 83
- Oc1ccc2c(c1)c1ccccc1c1ncccc21
→ 88, 83, 78, 90, 80, 100, 105, 73
- CC(NC(=O)OCc1ccccc1)C(=O)Oc1cc(Cl)c(Cl)cc1Cl (stereo not drawn)
→ 97, ., 119, 101, 102, 105, 93, 101
- CCOC(=O)CCNc1nc(N)nc(N(C)c2ccccc2)c1C=O
→ 108, 107, 102, 97, 114, 101, ., 88
- CC(C)c1cccc(C(C)C)c1NC(=O)OCCN(C)C
→ 100, 107, 96, 99, 106, 94, 101, 100
- CN(C)CCOC1(Cc2ccc(Cl)cc2Cl)CCC(C(C)(C)C)CC1 (stereo not drawn)
→ -59*, 55&48, -56*, 21&39, 42&40, 2.5*, -65*, 43&48
- COc1ccc(-c2nn(-c3ccc(Cl)cc3)cc2C2Nc3ccccc3S2)cc1 (stereo not drawn)
→ 97, 97, 81, 85, 127, 91, 126, 118
- CC1CCCN(CCCCCOc2ccc3oc4ccccc4c(=O)c3c2)C1 (stereo not drawn)
→ 5.0*, 84, -26*, 69, 91, -19*, 4.5*, 90
- COc1ccc(CNc2ccc3nc(CCC(C)C)[nH]c3c2)cc1
→ 98, 97, 95, 101, 99, 97, 94, 64
- CCC(=O)Oc1cc(C(C)C)ccc1C
→ 106, 100, ., 88, 99, 88, 104, 92
- Cc1ccc(N(C)C)cc1
→ 96, ., 107, 104, 89, 100, 93, 100
- CC1=NNC(=O)C1CCC(=O)N/N=C(\C)c1ccc2ccccc2c1 (stereo not drawn)
→ 113, 154, 98, 95, 115, 100, 120, 94

Molecules shown so far that have bromine, in the order listed:
Below each SMILES – M14, EKVX, UACC-62, A549/ATCC, HOP-62, UACC-257, MALME-3M, HOP-92
- COc1ccc2[nH]cc(-c3nc(N)nnc3-c3cn(C)c4ccc(Br)cc34)c2c1
→ 5.3*, 38, 16, 36, 39, 47, 42, 44
- NC(=S)c1ccc(Br)cc1
→ 107, ., 99, 92, 93, 98, 90, 92

Continuation:
Below each SMILES – M14, EKVX, UACC-62, A549/ATCC, HOP-62, UACC-257, MALME-3M, HOP-92
- O=C(CCc1ccccc1)N1CCN(C(=O)CCc2ccccc2)CC1
→ 96, 115, 95, 100, 105, 93, ., 84
- O=c1sn(CCCl)c(=O)n1Cc1ccccc1
→ 93, 97, 106, 86, 93, 85, 101, 92
- Brc1ccc2c(-c3cncn3CCc3ccccc3)c[nH]c2c1
→ 85, 74, 75, 81, 78, 85, 88, 81
- O=[N+]([O-])c1c(Cl)cccc1-c1c[nH]cc1Cl
→ 96, 85, 84, 89, 97, 89, 89, 71
- COc1ccc(N=Nc2c(N)nn3c(N)c(C#N)c(-c4ccc(Cl)cc4)nc23)cc1
→ 79, 51, 84, 51, 88, 112, 117, 82
- O=C(O)CC1CCN(c2ccc3nnc(Cl)n3n2)CC1
→ 95, 99, 96, 103, 93, 109, 102, 96
- Cc1ccc(-c2nc(N3CCNCC3)c3oc(-c4ccc(C)cc4)nc3n2)cc1
→ -94*, 120, 95, -83*, 76, 103, 94, 89
- CC(C)c1cc(CN2C(C)COCC2C)cc(C(C)C)c1O (stereo not drawn)
→ 97, 102, 93, 95, 106, 107, ., 86
- Nc1nc(O)cc(=O)[nH]1
→ 102, 97, 93, 90, 89, 93, 104, 93
- CN(C)c1ccc2nc3ccc(N)cc3[n+](-c3ccccc3)c2c1
→ 15&41, 13&28, 13&17, -28*!, 43&13, -21*, -9.2*, -3.4*!
- CS(=O)(=O)c1ccc(-c2cc3c(Nc4ccc(F)c(Cl)c4)ncnn3c2)cc1
→ 105, 98, 104, 95, 98, 109, 113, 100
- O=C(O)c1cccc(NC(=O)c2ccc(-c3cccc([N+](=O)[O-])c3)o2)c1
→ 102, 100, 102, 100, 106, 97, 96, 94
- CCN(CC)CC(O)c1ccc2ccccc2c1 (stereo not drawn)
→ 96, ., 99, 97, 101, 102, 111, 88
- Cc1nn(-c2nc3ccccc3[nH]2)c2c1C(c1ccc(OCc3ccc(F)cc3)cc1)CC(=O)N2 (stereo not drawn)
→ 58, 82, 61, 42, 69, ., 81, 72
- Cc1ccc(Nc2cc(N)ncn2)cc1
→ 118, 91, 107, 97, ., 99, 108, 83
- COc1ccc(OCC(O)CN2CCN(c3ccc(Cl)cc3)CC2)cc1 (stereo not drawn)
→ 102, 97, 85, 93, 103, 82, 106, 98
- c1ccc(-c2ccc(C(c3ccccc3)n3ccnc3)cc2)cc1 (stereo not drawn)
→ 83, 54, 67, 68, 93, 94, 77, 67
- CCOC(=O)SC(=S)OCC
→ 109, 97, 93, 101, 97, 95, 90, 103
- O=C(CCl)Oc1ccc2ccccc2c1
→ 106, 109, 104, 111, 101, 108, 110, 82
- CC(/C=C/c1ccccc1)=N/NC(=O)c1ccncc1
→ 101, 107, 94, 93, 103, 90, 90, 78
- O=S(=O)(Oc1ccc(-c2ccccc2)cc1)c1ccccc1
→ 106&100, 115&104, 93&94, 101&87, 108&108, 110&102, 123&102, 40&93
- CCC1(CC)C(=O)N(c2ccccc2)C(=N)N(c2ccccc2)C1=O
→ 108, 114, 102, ., 111, 100, 116, 72
- COc1ccccc1N=Nc1cc(S(=O)(=O)O)c2ccccc2c1O
→ 107, 107, 104, 105, 93, 106, 86, 84
- Nc1nc2ncc(CCNc3ccc(C(=O)NC(CCC(=O)O)C(=O)O)cc3)nc2c(=O)[nH]1 (stereo not drawn)
→ 114, 119, 100, ., 91, 75, 118, .
- O=C(CN1CCOCC1)N1CCOCC1
→ 106&97, 84&117, 97&94, 103, 112&106, 106&107, 91, 75
- CC(=O)c1cc(C(=O)c2ccc3c(c2)Sc2ccccc2N3)n2ccccc12
→ 20, 41, ., 11, 22, 51, 53, 46
- C=CCCC(=O)N1C=CC(=O)[C@H](O)[C@@H]1/C=C/c1ccccc1
→ -20*[100 µM], 37[100 µM], 28[100 µM], 52[100 µM], 35[100 µM], 65[100 µM], 89[100 µM], 71[100 µM]
- COC(=O)/C=C1\SC(=Nc2ccc(C(F)(F)F)cc2)N(CCc2c[nH]c3ccccc23)C1=O
→ -46*, -6.5*, -62*, 3.3*, -64*, -50*, -90*, -49*
- CNC1(C#N)CCCCC1
→ 109, 115, 105, 109, 104, 107, 119, 109
- O=C(Nc1ccc(Nc2ncnc3sc4c(c23)CCOC4)cc1)Nc1ccc(Cl)c(C(F)(F)F)c1
→ 78, 105, 93, 99, 116, 105, 89, 89

Record cards (already shown):
Shown for O=C(CN1CCOCC1)N1CCOCC1 = M14 = 106&97; EKVX = 84&117; UACC-62 = 97&94; A549/ATCC = 103; HOP-62 = 112&106; UACC-257 = 106&107; MALME-3M = 91; HOP-92 = 75
Shown for CC(=O)c1cc(C(=O)c2ccc3c(c2)Sc2ccccc2N3)n2ccccc12 = M14 = 20; EKVX = 41; UACC-62 = .; A549/ATCC = 11; HOP-62 = 22; UACC-257 = 51; MALME-3M = 53; HOP-92 = 46

Continued.
Below each SMILES – M14, EKVX, UACC-62, A549/ATCC, HOP-62, UACC-257, MALME-3M, HOP-92
- COc1ccc2oc(=O)cc(Cn3cnc4c(NCc5ccco5)ncnc43)c2c1
→ 100, 100, 100, 101, 95, 104, 107, 109
- COc1cc(C(=O)O)cc(OC)c1OC(C)=O
→ 97, 111, 99, 101, 91, 97, 91, 102
- Cc1ccc(NC(=O)N=Nc2c(O)[nH]c3ccccc23)c(C)c1
→ 95, 90, 81, 93, 99, 98, 90, 77
- O=C(CNc1nc(-c2cccc([N+](=O)[O-])c2)cs1)Nc1ccc(Cl)cc1
→ ., 103, 94, 105, 95, 122, 102, 111
- OCC[P+](c1ccccc1)(c1ccccc1)c1ccccc1
→ 88, ., 95, 82, 87, 89, 77, 59
- FC(F)(F)C(c1ccc(Cl)cc1)c1ccc(Cl)cc1
→ 99, 97, 100, 97, 97, 102, 107, 109
- COc1cc(-c2cn(-c3ccc(-n4cc(-c5ccc(Cl)cc5)[nH]c4=O)cc3)c(=O)[nH]2)cc(OC)c1OC
→ 106, 116, 95, 93, 116, 106, 144, 75
- O=C(Nc1nn(-c2ccc(F)cc2F)nc1-c1ccccc1)c1ccccc1
→ 94, 104, 90, 98, 106, 101, 100, 68
- C=C1C(=O)O[C@H]2[C@H]1CC/C(COC(=O)c1cc3cc(F)ccc3[nH]1)=C\CC[C@@]1(C)O[C@@H]21
→ -76*, -78*, -72*, -62*, -51*, -79*, -76*, -85*
- C/C(=N/NC(N)=S)c1sc(Nc2cccc(Cl)c2)nc1C
→ 88, 74, 93, 92, 102, 101, 93, 63
- COc1ccc(C2=CC(c3ccc4c(c3)OCO4)NC(=O)N2)cc1OC (stereo not drawn)
→ 112, 100, 92, 86, 98, 105, 106, 85
- CC1(C)CC(=O)c2c(nn(-c3ccc(Br)cc3)c2-c2cn(-c3ccccc3)nc2-c2ccccc2)C1
→ 96, 103, 83, 87, 99, 104, 110, 86
- C/C(=N\Nc1nc(C)cs1)c1nnn(-c2ccc([N+](=O)[O-])cc2)c1C
→ 102, 97, 92, 103, 116, 108, 97, 114
- CC(=O)c1cc2c(cc1F)C(C)(C)CCC2(C)C
→ 99, 111, 97, 89, 112, 96, 123, 88
- COc1cc(C[C@H]2COc3cc(O)cc(O)c3C2=O)ccc1O
→ 9.2*, 74, 31, 46, 35, 36, 62, 31
- CC(C)(C)NC(=O)C(OC(=O)C1CCc2cc(F)ccc2O1)c1ccc(Br)cc1 (stereo not drawn)
→ 98, 96, 84, 98, 88, 97, 98, 81
- O=S(=O)(NCCCNc1nccc(-c2c(-c3ccc(F)c(O)c3)nc3sccn23)n1)c1ccccc1
→ 13, 106, 5.5*, 64, 89, 20, 0.1*, 55
- O=C(/C=C/c1cccc(B(O)O)c1)c1cccc(B(O)O)c1
→ -56*, 56, ., 34, -35*, -11*, 26, 70
- Cc1cc(=O)[nH]c(N/N=C/c2ccccc2O)n1
→ 30, ., 92, 33, 61, 88, 35, .
- Nc1nc2ccccc2nc1N
→ 101&110, 97&107, 93&102, 100&95, 80&101, 113&114, 85&113, 84&81
- COc1cccc(-c2nc3sccn3c2-c2ccnc(NCCNC(=O)Nc3cccc(C(F)(F)F)c3)n2)c1
→ 39, 62, 50, 44, 99, 69, 85, 92
- Nc1nc2c(C(=O)Nc3ccc(Cl)cc3)c(Nc3ccccc3)nn2c(-c2ccc(Br)cc2)c1-c1nc2ccccc2s1
→ 95, 100, 93, 116, ., 126, 102, 87
- c1ccc(CCNc2nc(-c3ccccc3)n3ncc(NCCc4ccccc4)c3n2)cc1
→ 87, 91, 81, 54, 83, 79, 94, 79
- Cc1ccc(C(=O)N2Cc3ccccc3CC2C(=O)N2CCCC2)cc1 (stereo not drawn)
→ 106[50 µM], 100[50 µM], 89[50 µM], 102[50 µM], 106[50 µM], 105[50 µM], 102[50 µM], 111[50 µM]
- Cc1cc(-c2nc3ccccc3s2)c(=O)n(NS(=O)(=O)c2ccc(Cl)cc2)c1C
→ 93, 95, 96, 100, 93, 99, 86, 71
- O=[N+]([O-])c1cccc2cn[nH]c12
→ 102, 99, 99, 107, 118, 106, 106, 103
- COc1ccc(C(=O)c2sc3nc(-c4ccccc4)cc(-c4ccc(F)cc4)c3c2N)cc1OC
→ 94, ., 97, 100, 82, 104, 96, 34
- Brc1cc2c(c3ccccc13)N1O[C@@H](C2)C[C@H]1CCc1ccccc1
→ 108, 95, 90, 97, ., 105, 101, 89
- Nc1ccc(Sc2ccccc2)cc1
→ 100, 99, 93, 85, 98, 94, ., .
- Cc1ccc(-c2cssc2=S)cc1
→ 103, 111, 92, 102, 82, 14, 107, 88

Screening results (PubChem BioAssay)
